Bioassay records as filed in PubChem.
hcGAS inh: human cGAS inhibition; recombinant h-cGAS, ATP depletion, Kinase-Glo luminescence; inhibition, % at 12.5 µM; 0.081% of 290,000 active;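 further: 0% = vehicle reaction and 100% = reaction without DNA for no activity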
Target sequence (Q8N884 whole entry, looked up): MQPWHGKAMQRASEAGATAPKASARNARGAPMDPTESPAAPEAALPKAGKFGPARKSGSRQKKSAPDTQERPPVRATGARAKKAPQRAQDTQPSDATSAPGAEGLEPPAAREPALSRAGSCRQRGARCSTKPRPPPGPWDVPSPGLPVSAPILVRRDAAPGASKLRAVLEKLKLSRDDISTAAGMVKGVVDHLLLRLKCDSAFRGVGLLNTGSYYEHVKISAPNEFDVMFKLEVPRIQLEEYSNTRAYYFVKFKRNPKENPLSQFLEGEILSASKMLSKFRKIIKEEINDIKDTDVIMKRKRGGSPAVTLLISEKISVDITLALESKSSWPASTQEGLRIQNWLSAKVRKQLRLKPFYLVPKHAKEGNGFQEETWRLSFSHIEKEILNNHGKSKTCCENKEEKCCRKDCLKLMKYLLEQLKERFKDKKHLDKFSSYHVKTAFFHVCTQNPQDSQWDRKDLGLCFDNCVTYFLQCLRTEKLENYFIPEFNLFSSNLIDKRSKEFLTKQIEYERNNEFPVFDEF
mcGAS inh: inhibitors of mouse cGAS | 0.15% of 160,000 active | inhibition, % at 12.5 µM | AID 1259399 | Q8C6L5 | recombinant cGAS, Kinase-Glo ATP depletion luminescence;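 further: 0% = negative control wells and 100% = reference inhibitor with no enzyme activity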
NPYLR7 agonist: mosquito NPYLR7 agonism. activation, % at 10 µM. 0.15% of 270,000 active. HEK293T NPYLR7/Galpha15, GCaMP6s calcium fluorescence. AID 1259423; in the data active means activation above about 40%;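 further: 0% = vehicle and 100% = reference agonist at the receptor; some compounds past the cut are filed as inactive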
Active calls of the source: *; · = not tested or not shown; & = joins results of further samples. Unless noted, no stated cut-off is given here; in the data, active means inhibition above about 40%; inactive means the rest.

Fields: hcGAS inh, mcGAS inh, NPYLR7 agonist
CCOc1ccccc1NC(=O)CCN1CCC(C(=O)NC)C1 (stereo unspecified)
→ 3, -1, -2
CCOCCN1N=C(C)Cn2c1nc1c2c(=O)n(CC(C)C)c(=O)n1C
→ -5, -9, 10
CCC(C(=O)OC)n1cnc2c(nnn2-c2ccccc2)c1=O (stereo unspecified)
→ -2, ·, 6
O=C(c1ccc(Cl)c(Cl)c1)N1CCN(C(C(=O)N2CCSCC2)C2CCCC2)CC1 (stereo unspecified)
→ -1, -2, -7
CCCCOCCOCC(=O)N1CCC(n2c(C)nc3ccc(F)cc32)CC1
→ -5, -5, 2
CN(CCOC(=O)c1ccn[nH]1)c1ccccc1
→ -7, ·, 0
CC(Oc1cccc(Br)c1)C(=O)N1CCC(O)CC1 (stereo unspecified)
→ -10, -7, 10
Cc1nc(N2CCC(C(=O)N(C)CC3COCCO3)CC2)nc2ccccc12 (stereo unspecified)
→ -8, ·, 23
CC(C)CN(CC(=O)N(CCc1c[nH]c2ccccc12)Cc1ccc(Cl)c(Cl)c1)C(=O)C(C)(C)CCl
→ -1, -4, 14
Fc1ccc(Cc2nc(CSc3cccs3)cs2)c(Cl)c1
→ 3, 1, 5

Just NPYLR7 agonist, for some of the entries so far:
structure,NPYLR7 agonist
CCOc1ccccc1NC(=O)CCN1CCC(C(=O)NC)C1 (stereo unspecified),-2
CCOCCN1N=C(C)Cn2c1nc1c2c(=O)n(CC(C)C)c(=O)n1C,10
CCC(C(=O)OC)n1cnc2c(nnn2-c2ccccc2)c1=O (stereo unspecified),6
O=C(c1ccc(Cl)c(Cl)c1)N1CCN(C(C(=O)N2CCSCC2)C2CCCC2)CC1 (stereo unspecified),-7
CCCCOCCOCC(=O)N1CCC(n2c(C)nc3ccc(F)cc32)CC1,2
CN(CCOC(=O)c1ccn[nH]1)c1ccccc1,0

Next part.
Fields: hcGAS inh, mcGAS inh, NPYLR7 agonist
CCOC(=O)C1(CCc2ccccc2)CCCN(Cc2ccncc2)C1 (stereo unspecified)
→ -11, -12, 19
COc1ccc(C(C)=O)cc1CN1C(=O)C(C)ON=C1c1ccccc1 (stereo unspecified)
→ 11, ·, -3
CCc1ccc(NC(=Nc2nc(C)cc(C)n2)NC(=O)c2ccccc2)cc1
→ -2, ·, -6
CCCCN(C(=O)CN1CC(C)OC(C)C1)c1c(N)n(CC(C)C)c(=O)[nH]c1=O (stereo unspecified)
→ -6, ·, -7
CCN(CC(C)C#N)c1nccc(C(F)(F)F)n1 (stereo unspecified)
→ -5, ·, 5
O=C(C1=C(O)C(=O)N(CCCN2CCOCC2)C1c1ccc(Cl)c(Cl)c1)c1ccco1 (stereo unspecified)
→ -4, -3, 8
Cc1ccc(CN(C)C(C)c2nc(C)no2)c(C)c1 (stereo unspecified)
→ -19, ·, -6
O=C(CCC(=O)N1CCc2ccccc2C1)Nc1ccccc1
→ -7, -2, -5
COC(=O)NC1CCN(c2ccccc2C(=O)NCCc2cccs2)CC1
→ -4, -4, 7
CCC(C)c1nc(N2CCN(S(C)(=O)=O)CC2)c2c3c(sc2n1)CC(C)CC3 (stereo unspecified)
→ -12, -6, ·
Cc1cc(C(C)(C)C)ccc1OCC(=O)N=Nc1c(O)[nH]c2ccccc12
→ -4, -5, 1
CCCCc1cnc2c(c1SCC(=O)Nc1nc(C)cs1)c(=O)n(C)c(=O)n2C
→ 4, -1, 0
C=CCn1cnc2c(nnn2-c2cccc(F)c2)c1=O
→ -4, -8, -4
COc1ccccc1CN1CC(C(=O)N2CCN(C(=O)c3ccco3)CC2)CCC1=O (stereo unspecified)
→ -7, ·, 3
O=C(CN1CN(c2ccccc2)C2(CCN(C(=O)c3cccc(Br)c3)CC2)C1=O)N1CCCC1
→ -7, -4, -3
CSc1ccc(CN(C)C(C)C(=O)Nc2c(C)cccc2C)cc1 (stereo unspecified)
→ 5, 0, 3
Cc1nc(C(C)C)[nH]c(=O)c1C(=O)N1CCN(c2cccs2)CC1
→ -3, -9, 0
CN1[C@H]2CC[C@@H]1CN(C(=O)CSc1ccc(Cl)cc1)CC2
→ -3, -12, 1
COc1cc(CN2CCC(C(=O)NC(C)c3ccc(OC)c(OC)c3)CC2)cc(OC)c1 (stereo unspecified)
→ -5, -3, 10
CCOC(=O)c1csc(CN(CCOC)C(=O)Nc2ccc(Cl)c(Cl)c2)n1
→ -7, -5, -5
Cc1nc(Cn2c(C)c(C(=O)N(C)Cc3ccc(F)cc3)sc2=O)cs1
→ -3, ·, 12
Cc1c(C)n2c3c(=O)[nH]c(=O)n(C)c3nc2n1C(C)C
→ -5, ·, 5
Cc1nn2c(Nc3ccncc3)cc(C(C)C)nc2c1-c1ccccc1
→ -7, -8, 18
O=C(CCC(F)(F)F)N1CCC2(CCCN(CCCc3ccccc3)C2)C1 (stereo unspecified)
→ -6, ·, 6
CC(=O)N1CCOCC1c1cc(C(=O)NCc2ccccc2)no1 (stereo unspecified)
→ -8, -8, 4
N#Cc1ccc(F)c(CSc2ncc(-c3ccc(F)cc3)[nH]2)c1
→ -9, ·, 5
Cc1cc(Br)cc2c1=NC(=O)C=2c1sc(=S)[nH]c1O
→ 5, 94*, -2
CCCCc1ccc(NC(=O)CSC2=NS(=O)(=O)c3ccccc3N2)cc1
→ -2, ·, 11
COc1ccccc1NC(=O)N(CC(=O)N1CC(=O)N(c2ccc(Cl)cc2)C1)C1CC1
→ -3, -5, -3
O=C(c1ccccc1OC(F)(F)F)N1CCN(Cc2cc(=O)c(OCc3cccc(F)c3)co2)CC1
→ -10, -6, 26

Overlap with the part before: two entries, followed by the next part.
Fields: hcGAS inh, mcGAS inh, NPYLR7 agonist
COc1ccccc1NC(=O)N(CC(=O)N1CC(=O)N(c2ccc(Cl)cc2)C1)C1CC1
→ -3, -5, -3
O=C(c1ccccc1OC(F)(F)F)N1CCN(Cc2cc(=O)c(OCc3cccc(F)c3)co2)CC1
→ -10, -6, 26
CCc1nsc(N2CCCC(CO)C2)n1 (stereo unspecified)
→ -4, ·, -5
CCOc1ccc(-c2ccc(=O)n(CCNC(=O)NCc3ccccc3)n2)cc1
→ -5, -10, -2
CC1=C(CC(=O)O)c2cc(F)ccc2/C1=C\c1ccc(S(C)(=O)=O)cc1
→ 5, -2, 3
N#Cc1ccc(S(=O)(=O)N2CCN(c3ccccc3F)CC2)cc1
→ -9, ·, 0
COc1ccc2[nH]c3c(c2c1)C[C@H]1C[C@H]3[C@@H](OC)CN1
→ -4, -8, 28
CCOc1ccc(N2C(=O)CSC2c2ccc(NC(=O)c3cccc(Br)c3)cc2)cc1 (stereo unspecified)
→ -3, -6, ·
COc1ccc(C(=O)N2C(C(=O)O)COC23CCN(C(=O)c2cccc(F)c2)CC3)cc1 (stereo unspecified)
→ 0, -4, 14
CCOC(=O)C1CCN(C(=O)CC(c2cccc(OC)c2OC)c2c[nH]c3ccccc23)CC1 (stereo unspecified)
→ -2, -7, 4
COc1cc(C(=O)NS(=O)(=O)c2cc(Cl)sc2Cl)cc(Cl)c1OC
→ -6, -12, -5
CCc1ccc(NC(=O)CSc2nc3c(-c4ccccc4)c[nH]c3c(=O)n2C)cc1
→ -4, 1, -2
NC(=O)c1ccccc1O
→ 7, ·, -6
CCc1nnc(-c2cc3ccccc3n2CC(=O)c2ccccc2)o1
→ -5, -8, -1
COc1ccc(CNC(=O)CCC2CCCN(Cc3cccc(SC)c3)C2)c(OC)c1 (stereo unspecified)
→ -4, ·, 2
O=C1Nc2cc(SCc3ccccc3)ccc2/C1=N/N1CCOCC1
→ -11, -17, -1
Cc1ccc(-n2nc(C)c(=O)c(-c3ccccc3)c2NC(=O)C(C)C)cc1
→ -4, ·, 9
Cc1cc(C)c[n+](C2=C(c3c(C)[nH]n(-c4ccc(F)cc4)c3=O)C(=O)N(C(C)C)C2=O)c1
→ -3, -4, -6
CCOCCCN(CC(=O)N(Cc1ccc(F)cc1)Cc1ccc(C)o1)C(=O)c1ccc2c(c1)OCO2
→ 7, 1, -11
C(=N/N1CCOCC1)/c1c(-c2ccccc2)[nH]c2ccccc12
→ -3, ·, 0
Cc1cc(C(=O)N2C[C@H]3CC[C@H]2C3)c2cc(F)ccc2n1
→ -2, ·, 3
CCc1nnc(N/N=C\c2cc(Cl)c(OCc3ccccc3F)c(OC)c2)n1N
→ -2, ·, -10
Cc1ccc2[nH]c(CN(C)Cc3nc(-c4cccnc4)no3)nc2c1C
→ -2, -11, -6
OCCCCn1cnc(-c2ccccc2)c1-c1ccc2cccc(Cl)c2n1
→ -5, -16, -6
COCCCN(Cc1ccc(OC)cc1)CC(C)(C)O
→ 2, -2, -1
COc1ccc2c(c1)C1(SC(C)(C)CN1C(=O)Nc1ccc(C)c(C)c1)C(=O)N2 (stereo unspecified)
→ -2, -9, ·
COC(=O)c1ccccc1NS(=O)(=O)c1cccs1
→ -2, -1, 2
COCC(C)(C)CNC(=O)C1CC=CCC1 (stereo unspecified)
→ -6, ·, -1
C=CC=CSCC(=O)N=c1c(C#N)cc2c(=O)n3cccc(C)c3nc2n1CCOC
→ -4, ·, 2
COc1nn(C)cc1C(=O)NC1=NCCS1
→ -2, ·, 3
CNc1nc(-c2cccnc2)cn2ccnc12
→ -3, ·, -1
O=C(Nc1nc2c(s1)CCC2)C1CCCN(C(=O)c2cccs2)C1 (stereo unspecified)
→ -8, -8, 3
CC(C)(C)C(=O)NC1(C(F)(F)F)N=C(c2ccccc2)NC1=O (stereo unspecified)
→ -7, ·, -2
C=CCN1C(=O)NC(=O)/C(=C/c2ccc(OCc3ccccc3F)cc2)C1=O
→ -4, -7, 13
Cc1ccc(C)c(Cn2c(=O)c3c(nc4n(CCN5CCOCC5)c(C)cn34)n(C)c2=O)c1
→ -4, ·, 0
CNC(=O)c1nc(CN2CCC(N3CCCC3=O)CC2)no1
→ -5, ·, 5
O=C(O)c1ccccc1CN1CCCN2CCC[C@H]2C1
→ -2, -2, 2
O=C(CN1C(=O)C(Oc2ccccc2)C1c1ccccc1)Nc1ccccc1Nc1ccccc1 (stereo unspecified)
→ -2, ·, 6
CN(C)CC1(O)CCN(C(=O)c2cccc3ccnn23)C1 (stereo unspecified)
→ -7, ·, 5
COc1cccc(COC2CN(CCc3ccccc3)C(=O)CN(C(=O)c3cccnc3)C2)c1 (stereo unspecified)
→ -7, -14, 5
Cc1ccc(Oc2cnn(C)c(=O)c2Nc2cccc(C(=O)N3CCCC3)c2)c(C)c1
→ -6, -4, 5
CN(C)c1nc(N)nc(CN2c3cccc4cccc(c34)S2(=O)=O)n1
→ 9, ·, 5

The results go on:
SMILES	hcGAS inh	mcGAS inh	NPYLR7 agonist
OCCn1c(CSc2nc3ccccc3o2)nc2ccc(Cl)cc21	-3	-3	11
CC1CN(C)CCCN1C(=O)c1cc(-c2cnn(C(C)C)c2)nc2ccc(F)cc12 (stereo unspecified)	0	·	-4
Fc1cccc(-c2cncc(N3CCN(CCN4CCCC4)CC3)n2)c1	0	-2	-7
COc1ccc(CCNC(=O)c2ccc(-c3cc(-c4cccc5ccccc45)[nH]n3)cc2)cc1OC	-2	0	10
CC(C)CC(NC(=O)c1ccccc1)C(=O)N1CCCC1c1nnc2c(C(F)(F)F)cccn12 (stereo unspecified)	-3	·	-15
Cc1ccc(C(NC(=O)CN2CCC(C)C2)c2cccs2)cc1 (stereo unspecified)	-9	-6	4
Cc1ccc(-n2nc3c(c2NC(=O)C(C)C)CSC3)cc1C	-4	·	-3
OCC1(CCCc2ccccc2)CCN(Cc2cc(Cl)ccc2O)CC1	-5&2	-2	15&30
O=C(CCc1nc2ccccc2[nH]1)N1CCc2ccccc2C1	-6	-6	0
COc1cn(CC(=O)Nc2cc(C(F)(F)F)ccc2Cl)c(CN2CCC(C)CC2)cc1=O	-7	-8	1
NC(=O)c1cn(CC2Cc3ccccc3O2)nc1-c1ccccc1 (stereo unspecified)	-1	·	2
CC(C)(C)c1cc(NC(=O)Cc2ccccc2Br)n(-c2cc(Cl)ccc2Cl)n1	0	-5	15
CCCn1ccnc1CN1CC(N2CCCCC2C)C1 (stereo unspecified)	-7	·	-3
CC(c1cccc([N+](=O)[O-])c1)N(C)C(=O)c1ccc2c(=O)n3c(nc2c1)CCC3 (stereo unspecified)	-6	·	9
CCOC(=O)Cn1nc(C)c2c1NC(=O)CC2C(F)(F)F (stereo unspecified)	-7	·	1
O=C(CCC(=O)N1CCN(c2ccccn2)CC1)Nc1ccc2ncsc2c1	0	0	-11
CC1CCC2(C)c3[nH]c4ccccc4c3CCCN2C1=O (stereo unspecified)	-2	·	7
Cc1cccc(NC(=O)Cn2nc3ccc(SC(C)(C)C)nn3c2=O)c1	-1	-5	·
COc1ccc(/C=C(/Cl)c2nc3ccsc3c(=O)[nH]2)cc1	1	-1	-2
Cc1ccsc1CNc1ccc(-c2nc(C)c(C)c(=O)[nH]2)cn1	0	·	-4
COc1ccccc1NC(=O)Cn1c(=O)n(Cc2ccc3c(c2)OCO3)c(=O)c2oc3ccccc3c21	-3	-8	-5
Cc1ccc(F)c(-c2cc(N3CCOCC3)ncn2)c1	-7	·	12
COc1cccc2c1NC(=O)C(OC)(OC)C2=O	-5	·	6
OC[C@H]1CCN(Cc2ccc(Oc3ccc(Cl)cc3)cc2)C[C@H]1O	-5	·	8
CSc1cc(C(=O)Nc2ccc(C#N)cc2Br)ccn1	12	·	-6
Cc1cc(-c2c(C)nc3scc(CC(=O)N4CCCC4)n3c2=O)n(C)n1	-10	-7	·
NC(=O)[C@@H]1CCCN1C(=O)c1cn(-c2ccccc2)nn1	-4	·	14
Cc1cccc(CSc2ccc3nnc(-c4cccs4)n3n2)c1	0	-2	1
CN1C[C@H](NC(=O)c2cccc3nccnc23)C[C@H]1CO	-5	·	9
O=c1c(SCc2ccccc2Cl)nccn1-c1ccc2c(c1)OCCO2	-9	-6	-5
CC(C)(C)c1ccc(NC(=O)c2ccc(-n3nc(-c4ccc(Cl)cc4)cc3N)cc2)cc1	-8	-2	-8
